# Bioassay records from PubChem.
# HTR5A ag = HTR5A agonists in luminescence cell assay, primary screen, counter-screen for OPRM1-OPRD1 heterodimer agonist project, full-deck HTS; AID 504692, 2011; cell-based; activation, % at 9.3 µM; actives 0.61% (n = 340,000); 5-hydroxytryptamine receptor 5A (Homo sapiens), P47898; in the data active = activation mostly above about 9.5%, no sharp cut-off; inactive = mostly below about 7.6%;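 also: 0% = cells with vehicle only and 100% = reference agonist; strong numbers were not always called active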
# Target sequence (P47898 whole entry, looked up): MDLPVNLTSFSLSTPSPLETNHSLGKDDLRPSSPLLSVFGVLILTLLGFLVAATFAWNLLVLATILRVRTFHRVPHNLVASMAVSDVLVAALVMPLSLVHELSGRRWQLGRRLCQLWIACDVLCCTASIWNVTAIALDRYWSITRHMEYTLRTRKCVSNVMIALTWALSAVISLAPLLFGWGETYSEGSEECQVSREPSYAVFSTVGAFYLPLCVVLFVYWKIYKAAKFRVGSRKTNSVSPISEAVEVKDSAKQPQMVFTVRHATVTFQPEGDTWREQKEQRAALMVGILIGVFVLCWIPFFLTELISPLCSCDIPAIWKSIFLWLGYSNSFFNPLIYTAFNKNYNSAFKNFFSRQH
# SUMO Mot1 rescue = yeast Mot1-301 growth rescue at high temperature, primary screen, SUMOylation pathway inhibitor project, S. cerevisiae, ATP luminescence, 38.5C; growth rescue, % at 18.8 µM; actives 1% (n = 320,000); AID 2716, 2010; S. cerevisiae Mot1-301 growth rescue; percent above DMSO median, 100 means doubled;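 active = every valid replicate shows activation above 250% relative to neutral control wells; inactive = the rest, any valid replicate at or below 250%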;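 also: OY570 slx delta 5 strain wells were the positive control but not used for scaling; some compounds called inactive have numbers as strong as hits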
# PKA-R1A activ = activators of PKA-R1A holoenzyme, primary screen, biochemical, fluorescence polarization, Cy5-IP20, bovine R1A, mouse PKAc; cAMP-dependent protein kinase type I-alpha regulatory subunit (Bos taurus) + …; PKA-R1A dissociation; scaled: DMSO 0%, 113 µM cGMP 100%; activation, % at 11.4 µM; actives 0.083% (n = 340,000);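 active = percent activation above the mean of all tested compounds plus 3 SD, cut at about 19% in these data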;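 also: higher means more PKAc released from R1A so a rise in polarization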
# CDK5 inh = inhibitors of human CDK5/p35 kinase, primary screen, biochemical, single concentration | AID 488839, 2010 | Recombinant CDK5/p35, ADP-Glo luminescence, 60 min | Cyclin-dependent kinase 5 (Homo sapiens) + Cyclin-dependent kinase 5 activator 1 (Homo … | actives 0.01% (n = 330,000) | inhibition, % at 10 µM;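 active = highest replicate inhibition of at least 50% and at least 75% of replicates reaching 50%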;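 also: plate controls were DMSO neutral control for no effect and GW8510 at 10 µM for full effect; many of its hits are not listed in these tables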
# DAGLB inh = DAGLB lipase inhibitors, primary screen, biochemical, fluorescence, HTS; inhibition, % at 5.17 µM; AID 504411, 2011; HEK293T DAGLB membrane lysate, EnzChek fluorogenic substrate; actives 0.059% (n = 340,000); Diacylglycerol lipase-beta (Homo sapiens), Q8NCG7; in the data active = inhibition above about 34%;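 also: 0% = enzyme with vehicle and 100% = wells lacking enzyme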
# phage Ecoli inh = growth loss of phage-infected E. coli, primary screen, RecBCD inhibitor project, absorbance, with phage, HTS; actives 0.26% (n = 360,000); AID 651602, 2012; inhibition, % at 11.9 µM; in the data active = inhibition above about 11%
# PKA-R2B activ = activators of PKA-R2B holoenzyme, primary screen, biochemical, fluorescence polarization, Cy5-IP20, human; PKA-R2B holoenzyme dissociation; R2B truncated from residue 108, S112A mutant; 0% DMSO only, 100% 113 µM cGMP; activation, % at 11.4 µM; actives 0.079% (n = 340,000); AID 504700, 2011;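 active = activation above a cutoff set at the mean over all compounds plus 3 SD, cut at about 18% in these data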;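 also: higher means more holoenzyme dissociation and a rise in polarization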
# Target sequence (P31323 whole entry, looked up, other chains not shown, the tested form may be a part): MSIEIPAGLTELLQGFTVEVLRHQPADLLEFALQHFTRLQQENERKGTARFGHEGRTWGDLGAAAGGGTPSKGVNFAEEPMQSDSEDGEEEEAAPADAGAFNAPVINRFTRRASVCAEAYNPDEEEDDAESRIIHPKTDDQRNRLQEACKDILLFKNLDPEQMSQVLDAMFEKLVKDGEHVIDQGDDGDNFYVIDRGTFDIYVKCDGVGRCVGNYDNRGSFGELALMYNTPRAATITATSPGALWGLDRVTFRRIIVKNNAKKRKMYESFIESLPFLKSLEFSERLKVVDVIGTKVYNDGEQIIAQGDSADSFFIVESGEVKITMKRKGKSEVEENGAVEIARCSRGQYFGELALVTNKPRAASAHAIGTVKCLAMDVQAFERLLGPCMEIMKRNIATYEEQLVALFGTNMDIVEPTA
# Tat transport = E. coli Tat export inhibitors, primary screen, MC4100, TorA-mCherry reporter, fluorescence, single point | inhibition, % at 10 µM | actives 0.036% (n = 340,000) | AID 488895, 2010;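 active = mean replicate inhibition at least 50% and at least half of replicates individually reaching 50%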;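 also: exported cargo escapes ClpAP degradation while cytoplasmic cargo is degraded and loses fluorescence; 0% = median of neutral control wells and 100% = median of NaSCN control wells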
# HTR5A inv ag = HTR5A inverse agonists in luminescence cell assay, primary screen, counter-screen for OPRM1-OPRD1 heterodimer inverse agonist project, full-deck HTS | 5-hydroxytryptamine receptor 5A (Homo sapiens), P47898 | HTR5A cell line, inverse agonism | inhibition, % at 9.3 µM | actives 0.083% (n = 340,000); in the data active = inhibition mostly above about 23%, no sharp cut-off; inactive = mostly below about 18%;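 also: 0% = cells with DMSO and 100% = no-cell wells with DMSO; some compounds called inactive have numbers as strong as hits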
# Ecoli viability = E. coli V3065 growth inhibition, primary screen, counter-screen for AddAB inhibitor project, absorbance, OD600. actives 0.27% (n = 330,000). inhibition, % at 11.9 µM. AID 449728, 2010. 18 h;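 active = inhibition above the campaign's mean inhibition across all tested compounds plus 3 SD, cut at about 9.9% in these data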;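 also: uninfected addAB+ strain grown without phage in ampicillin broth; 0% = DMSO wells and 100% = ciprofloxacin 0.95 µg/ml wells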
# AddAB inh = growth inhibition of E. coli expressing H. pylori AddAB, primary screen, AddAB inhibitor project, absorbance. inhibition, % at 11.9 µM. actives 0.29% (n = 330,000); in the data active = inhibition above about 12%;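 also: 0% = vehicle wells of infected cells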
# An asterisk follows results filed as active; . = no result given.
Compound,HTR5A ag,SUMO Mot1 rescue,PKA-R1A activ,CDK5 inh,DAGLB inh,phage Ecoli inh,PKA-R2B activ,Tat transport,HTR5A inv ag,Ecoli viability,AddAB inh
Cc1cc(N2C(=O)C(O)=C(C(=O)c3ccco3)C2c2cccc(O)c2)no1 (stereo unspecified),-6,-1,-5,-0.8,2,0.7,-3,4,23,0.9,-1.6
COCCCNC(=S)NNC(=O)c1cc(-c2ccncc2)nc2ccccc12,2,207,1,-3.3,3,-1.6,12,4,22,1.5,-2.1
Cc1c(NC(=S)NC(=O)c2ccc(COc3ccccc3)cc2)cccc1C(=O)O,4,13,-6,2.7,2,3.1,-1,4,-6,-1.6,-0.3
O=C(OCCN=C1NS(=O)(=O)c2ccccc21)c1ccncc1,3,-6,-19,-1.7,-3,2.6,-4,5,-10,1.7,2.8
CCN(CC)CCn1c2c(c(SCC(=O)Nc3ccc4c(c3)OCO4)nc1=O)CCC2,-2,-18,2,0.3,3,3.2,-4,3,5,1.1,1.6
O=C(NCc1cccc(Cl)c1)c1cccc(S(=O)(=O)N2CCCC2)c1,0,2,-3,-2.4,-1,2.7,7,6,14,1.8,1.8
Cc1cnc(C(=O)OCC(=O)Nc2ccccc2-c2ccccc2)cn1,-2,-2,-19,0.6,0,2.3,-3,-8,6,-3.0,-0.1
O=[N+]([O-])c1ccccc1N=Nc1ccc(O)cc1,-1,34,-3,0.6,11,3.2,4,-1,23,-1.7,4.0
CCc1nnc(NC(=O)CCNC(=O)c2ccccc2Cl)s1,5,4,-1,0.8,1,3.4,-1,0,24,0.9,2.8
Cc1cccc2[nH]c(SCC(=O)N3CCOCC3)nc12,-2,33,1,-1.6,0,5.8,0,-2,6,-0.6,0.2
CC(=O)c1ccccc1NC(=O)COC(=O)c1ccccc1NC(=O)c1ccccc1,0,-25,2,-0.7,-12,3.5,-5,-6,7,3.4,5.1
COc1ccc(CCNC(=O)C(=O)NCC2OCCN2S(=O)(=O)c2ccc(OC)cc2)cc1 (stereo unspecified),7,-3,-4,0.9,2,1.3,6,14,-21,-0.6,1.5
COC(=O)c1cccc(NC(=O)CCNC(=O)c2ccco2)c1,13*,2,-1,-0.2,-2,3.2,-1,3,-29,0.8,4.1
Cc1ccc(SCc2nnc(N)s2)cc1,0,99,-3,-0.7,1,0.0,-12,13,1,1.0,-0.5
COc1ccc(NS(=O)(=O)c2cc3c4c(c2)CCN4C(=O)CC3)c(OC)c1,-2,.,4,-12,0,-0.8,-6,-4,-28,.,.
CS(=O)(=O)Nc1ccc(-c2cc(/C=C3\SC(N)=NC3=O)c[nH]c2=O)cc1,9,-9,-9,8.4,-3,2.0,-14,-18,-9,3.9,3.7
CN(CC(=O)Nc1c(Cl)cccc1Cl)C(=O)Cn1[nH]c(=O)c2ccccc2c1=O,-6,8,-7,0.0,1,1.6,2,-2,15,-1.1,1.6
CCn1nnnc1NCc1cccn1C,-5,-15,-10,-0.1,1,-0.7,1,-6,-8,-1.3,5.7
CC(NC(=O)COc1cccnc1[N+](=O)[O-])c1ccc(F)cc1 (stereo unspecified),6,-2,-3,0.8,3,1.1,-6,-4,-18,1.4,2.3
CCN1CCN(C(c2ccc(OC)c(OC)c2)c2nnnn2C(C)(C)C)CC1 (stereo unspecified),2,.,-2,-0.4,-2,5.1,12,-7,-13,.,.
CC(=O)c1ccc(S(=O)(=O)Nc2ccc(N3CCOCC3)cc2)cc1,4,-8,6,0.6,3,1.0,-3,11,0,-1.1,1.8
CCCCSc1nc(N)c(NC(=O)c2ccco2)c(=O)[nH]1,0,-7,-4,-0.5,0,2.7,18,-10,-8,-1.2,-3.4
CCc1cccc(CC)c1NC(=O)c1ccccc1,1,4,-6,-1.6,1,3.4,-17,-16,-2,-2.9,-0.9
O=C(NCC1CCCO1)c1ccc(CS(=O)(=O)Cc2ccc(F)cc2)o1 (stereo unspecified),9,-12,-2,5.0,4,3.6,-5,0,-24,0.7,2.4
CC(C)(C)S(=O)(=O)c1cnc2c(-c3ccc(Cl)cc3)cnn2c1N,-3,-6,0,0.8,0,-1.2,-6,-3,11,-2.1,-2.3
COC(C(=O)N/N=C(\C)CC(=O)Nc1ccc(Cl)cc1C)c1ccccc1 (stereo unspecified),2,-18,-6,1.0,1,1.7,7,-3,-6,-1.4,2.4
OCCN1CCN(CC/C=C2/c3ccccc3Sc3ccc(Cl)cc32)CC1,-1,-10,-5,-0.3,4,3.6,11,-4,-5,-2.7,-3.5
CCc1c(C)sc(NC(=O)c2ccco2)c1C(=O)N1CCOCC1,3,88,-2,-0.4,-1,2.5,-1,-2,-9,-1.3,2.2
CC1CCCCC1NC(=O)Cn1c(CN2CCCCC2)nc2ccccc2c1=O (stereo unspecified),-1,-9,5,-1.7,1,2.2,-7,3,-7,2.4,-1.1
COc1ccc(NC(=O)COC(=O)CCCN2C(=O)c3ccccc3C2=O)cc1Cl,0,7,-4,-2.0,0,3.6,6,1,2,-2.1,2.2
Cc1ccc(C2(C)NC(=O)N(CC(=O)NCCN3C(=O)S/C(=C\c4cccnc4)C3=O)C2=O)cc1 (stereo unspecified),5,.,-9,-10.0,1,1.4,-5,-11,10,.,.
Cc1c(NC(=O)c2cccc(NC(=O)COc3cccc(Br)c3)c2)c(=O)n(-c2ccccc2)n1C,2,1,3,-2.4,-1,1.2,0,4,-7,1.9,0.3
CC(C)(C)c1nnc(N/N=C/c2ccccc2)n(N)c1=O,0,-9,-12,0.2,-2,4.0,-19,5,24,1.2,2.8
O=C(c1cc(-c2ccc(Br)cc2)on1)N1CCCC1,7,-7,-4,0.7,-9,3.3,3,10,-19,0.6,2.7
C/C(=N\NC(=O)C1(C)CC1(Br)Br)c1cccc(NC(=O)c2ccc(C)o2)c1 (stereo unspecified),2,4,-2,0.4,1,1.7,1,-5,-39,2.4,1.8
CNS(=O)(=O)c1ccc2c(c1)NC(=O)C1CCCN21 (stereo unspecified),-2,-10,-4,0.0,-1,0.1,3,-6,8,-0.1,2.7
CCOc1ccc(CCNC(=O)C2CC(=O)N(Cc3ccc(C)cc3)C2)cc1OCC (stereo unspecified),1,40,-6,-0.5,2,3.8,0,-3,14,-0.9,-0.8
Cc1ccc(NC(=O)CSc2nnc(CCC(=O)O)c(=O)[nH]2)cc1,2,.,-7,2.1,0,1.2,0,-6,2,0.2,3.0
CC(=O)Nc1ccc(NC(=O)COc2cc(C)cc3oc(=O)cc(C)c23)cc1,0,7,4,.,0,1.8,4,-8,-2,1.3,0.1
COc1ccc(C2C(CC(=O)O)=C(Nc3ccccc3)C(=O)N2c2ccccc2)cc1 (stereo unspecified),-1,-6,-12,-6.8,3,1.9,0,7,-13,-1.6,4.5
CC[C@@H](C)[C@@H](C(=O)N1CCN(C(=O)OC(C)(C)C)CC1)n1cc(CCC(=O)O)nn1,3,-2,0,-1.1,-2,3.2,-2,-8,9,1.4,0.5
Cc1nn(-c2ccccc2)c2sc(C(=O)N3CCOCC3)cc12,-2,198,-12,-4.5,-4,1.6,-8,2,-11,-3.5,-2.1
CCc1nnc(NC(=O)c2sc3nc4c(cc3c2N)CCCCC4)s1,2,-3,-5,2.7,1,2.5,5,12,-3,0.9,3.7
O=C(NCCO)/C(=C\c1ccco1)NC(=O)c1ccco1,2,2,-11,2.6,-1,1.1,8,3,-6,.,.
COCCCn1c(=O)c2sccc2n(Cc2ccccc2C)c1=O,-3,-4,-1,-0.2,0,2.8,10,1,12,1.3,3.5
Cn1c(-c2ccc(F)cc2)cnc1SCC(=O)Nc1ccccc1N1CCOCC1,-3,12,2,1.1,-3,3.1,-8,0,-47,-3.2,2.1
COc1cccc(NC(=O)C2CCC(CNS(=O)(=O)c3cccc4cccnc34)CC2)c1 (stereo unspecified),4,-20,-11,0.6,-1,2.6,-4,2,-15,0.0,-1.1
Cc1ccc(C)c(OCC(=O)Nc2ccc3c(c2)OCO3)c1C,0,0,-3,-1.2,-10,2.3,-3,3,-24,1.2,-0.2
CN(CC(=O)Nc1ccccc1Cl)C(=O)COC(=O)c1ccc(C(F)(F)F)cc1,3,12,-6,1.7,-4,1.8,2,8,6,-0.5,0.9
Cc1cc(NC(=O)c2ccc(-c3ccccc3F)o2)no1,3,29,-11,-0.8,-14,0.7,0,-2,-6,0.1,-0.8

# Remaining list, next part
Compound,HTR5A ag,SUMO Mot1 rescue,PKA-R1A activ,CDK5 inh,DAGLB inh,phage Ecoli inh,PKA-R2B activ,Tat transport,HTR5A inv ag,Ecoli viability,AddAB inh
Cc1[nH]n(-c2ccccc2)c(=O)c1/C=N\NC(=O)C1COc2ccccc2O1 (stereo unspecified),2,-9,0,1.2,6,-0.2,6,-12,-7,-7.0,3.2
CCNc1ccc(C(=O)NN=C2CCCC2)cc1[N+](=O)[O-],2,1,-9,2.3,2,3.7,-5,5,-7,-0.3,2.4
CC1CCCCC1NC(=O)CN1C(=O)COc2ccccc21 (stereo unspecified),4,3,-12,-0.4,0,1.5,0,5,-11,1.9,3.5
N#CCCN(C(=O)CSc1nc(-c2ccccc2)cn1N)c1ccc(F)cc1,-3,16,-2,-1.4,-4,1.6,-1,-4,-14,0.6,-1.9
COC(=O)Nc1nc2c(C)cccc2s1,2,11,6,-1.6,-5,5.4,2,-8,-7,-0.1,1.2
CCOC(=O)N1CCN(S(=O)(=O)c2ccc(C)cc2)CC1,5,11,4,-0.1,1,-1.6,-18,-1,11,-0.9,1.7
COc1ccc2c(C)cc(SCC(=O)Nc3ccc(Cl)cn3)nc2c1,-1,-20,3,-0.2,-2,2.3,-1,0,7,-1.2,4.2
Cc1ccc(-c2n[nH]c(=S)n2-c2ccccc2)cc1,-3,-5,-3,-3.4,2,3.1,6,11,-11,1.4,2.5
O=C(NC1CCCc2c1cnn2-c1cc(F)cc(F)c1)c1ccccn1 (stereo unspecified),0,123,-2,2.1,-3,3.1,3,-1,-2,0.0,3.1
COc1ccc(OC)c(NC(=O)CSc2nc3c(c(=O)n(C)c(=O)n3C)n2C)c1,-1,-5,-5,-3.5,2,1.9,3,-4,2,-2.7,0.2
